High-throughput results as filed in PubChem BioAssay.
USP1 inh: inhibitors of human USP1/UAF1 deubiquitinase. O94782. Potency, µM (series often up to 57.1 µM), without a hit: top-dose activity change, negative = inhibition, most hits filed as inhibitors. recombinant USP1/UAF1, Ub-Rhodamine cleavage fluorescence. 390,000 tested, 0.23% active. AID 743255; note: potency is the fitted concentration of half-maximal effect; % is set by controls: 0 for no effect and ±100 for the full control effect; nearly all actives have a fitted effect of over 60% in size; inactives centre near -12
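High-throughput fluorogenic screen: 1nM USP1/UAF1 complex, Ub-Rho substrate 150nM final, 50mM HEPES pH 7.8 with 0.5mM EDTA, 0.1 mg/ml BSA, 1mM TCEP and 0.01% Tween-20.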
Vif-A3G inh: inhibitors of Vif-APOBEC3G interaction; AID 602310; 410,000 tested, 0.076% active; HeLa A3G-eYFP + Vif (tagged APOBEC3G with the HIV-1 protein that degrades it), YFP fluorescence, overnight; Potency, µM (highest dose often 46.1 µM), inactives show at the highest dose activity, negative = active, usual class: inhibitors; Q9HC16;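 note: potency is the fitted concentration of half-maximal effect; % is set by controls: 0 for no effect and ±100 for the full control effect; nearly all actives have a fitted effect of over 60% in size; hits raise eYFP signal because A3G escapes Vif-driven loss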
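Read-out is eYFP fluorescence (Ex 488/Em 500-530) from Vif-expressing HeLa A3G-eYFP cells; more signal means A3G escaped Vif-mediated degradation. Cells plated overnight, compound pinned in, incubated overnight at 37 deg C.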
IDH1 R132H inh: human IDH1 R132H inhibition. 390,000 tested, 0.093% active. Potency, µM (doses to about 76.6 µM), for the others: at the top dose activity change, negative = inhibition, most hits filed as inhibitors. AID 602179. IDH1-R132H enzyme, NADPH consumption, diaphorase/resazurin fluorescence. O75874; note: potency is the fitted concentration of half-maximal effect; % is set by controls: 0 for no effect and ±100 for the full control effect; nearly all actives have a fitted effect of over 65% in size
Target sequence (O75874 whole entry R132H, stated change not applied): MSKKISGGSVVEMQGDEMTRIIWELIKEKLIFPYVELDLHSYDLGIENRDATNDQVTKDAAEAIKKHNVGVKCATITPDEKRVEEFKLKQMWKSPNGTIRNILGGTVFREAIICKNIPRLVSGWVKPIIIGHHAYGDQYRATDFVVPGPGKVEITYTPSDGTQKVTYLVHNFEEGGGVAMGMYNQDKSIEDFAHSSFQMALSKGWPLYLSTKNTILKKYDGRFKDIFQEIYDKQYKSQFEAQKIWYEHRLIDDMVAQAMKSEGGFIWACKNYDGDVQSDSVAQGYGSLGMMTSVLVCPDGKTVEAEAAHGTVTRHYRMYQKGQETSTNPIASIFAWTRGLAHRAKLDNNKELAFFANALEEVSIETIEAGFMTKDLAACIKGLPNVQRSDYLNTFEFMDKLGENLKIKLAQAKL
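IDH1-R132H (0.5 ug/mL) preincubated 30 min with compound, then NADPH (0.016 mM) and alpha-KG (2 mM) added; 80 min at RT, pH 7.5. Remaining NADPH coupled via diaphorase/resazurin to fluorescence (540/590 nm); concentration-response curves normalized to no-enzyme control.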
PI4K2A block: inhibitors of human PI4K2A; Q9BTU6; purified PI4K2A, ADP-Glo luminescence, 1 h; active compounds read low; activity change, negative = inhibition, % at 76.9 µM; 420,000 tested, 0.13% active; in the data active = activity change below about -50%; inconclusive = mostly about -30% to -49%;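 note: -100% = wells without enzyme as full effect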
Target sequence (Q9BTU6 whole entry, looked up): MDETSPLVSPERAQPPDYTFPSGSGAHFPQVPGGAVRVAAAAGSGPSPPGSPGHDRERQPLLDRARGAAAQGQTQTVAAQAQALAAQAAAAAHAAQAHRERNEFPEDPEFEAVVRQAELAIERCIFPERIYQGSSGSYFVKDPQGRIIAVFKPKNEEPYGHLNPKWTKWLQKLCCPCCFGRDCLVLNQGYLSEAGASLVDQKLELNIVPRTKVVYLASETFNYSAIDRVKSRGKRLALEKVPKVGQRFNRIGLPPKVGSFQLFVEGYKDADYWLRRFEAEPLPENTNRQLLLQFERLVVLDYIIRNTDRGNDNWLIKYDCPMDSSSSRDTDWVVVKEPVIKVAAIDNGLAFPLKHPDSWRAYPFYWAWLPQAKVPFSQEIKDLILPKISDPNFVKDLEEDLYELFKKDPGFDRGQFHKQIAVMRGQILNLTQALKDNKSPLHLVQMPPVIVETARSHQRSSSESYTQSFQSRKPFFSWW
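In this quantitative HTS, ADP production by PI4K2A was quantified luminescently after 1 h at ambient temperature; 100 microM adenosine served as plate-quality control.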
TrxR1 substrate: substrates of rat thioredoxin reductase 1; 390,000 tested, 0.01% active; Potency, µM (series often up to 114 µM), without a hit: at the top dose activity change, negative = substrate turnover; purified TrxR1 substrate turnover, NADPH consumption readout; O89049; note: potency is the fitted concentration of half-maximal effect; % is set by controls: 0 for no effect and ±100 for the full control effect; nearly all actives have a fitted effect of over 50% in size
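Rat TrxR1, dispensed at 90 nM, was prereduced with 400 uM NADPH (final) for 5 min at ~22 deg C, then incubated with compound 15 min before 400 uM selenite. A first-read NADPH fluorescence drop versus no-compound background flagged substrates.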
Glioma ERSR ind: ER stress response induction in glioma; 420,000 tested, 0.02% active; Potency, µM, for inactives: at the top dose activation, actives largely listed as activators; U87-MG GRP78 promoter luciferase reporter, 16 h; AID 602332; note: potency is the fitted concentration of half-maximal effect; series mostly up to about 76 µM; % of control where 0% means no effect; nearly all actives have a fitted effect of over 35% in size
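ERSR induction read as luciferase luminescence (Bright-Glo, 10 min at room temperature) in stably transfected human U87-MG glioma cells exposed to compounds for 16 h, using GRP78 as sensor.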
Vif-A3F inh: blocks the Vif interaction with APOBEC3F; 390,000 tested, 0.2% active; AID 602313; Potency, µM (highest dose often 46.1 µM), inactives show top-dose activity, negative = active; HeLa A3F-eYFP + Vif (tagged APOBEC3F with the HIV-1 protein that degrades it), YFP fluorescence increase; note: potency is the fitted concentration of half-maximal effect; % of control where 0% means no effect; nearly all actives have a fitted effect of over 65% in size
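HeLa cells stably expressing A3F-eYFP plus Vif, plated and incubated overnight at 37 deg C, then exposed to compounds overnight at 37 deg C. Blocked degradation read as raised yellow fluorescence (Ex 488/Em 500-530).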
RXFP1 agonist: agonists of human relaxin receptor RXFP1 | HEK293T-RXFP1 cAMP TR-FRET, 30 min; response scale: percent of porcine relaxin response, buffer zero | 370,000 tested, 0.3% active | AID 2676 | Q9HBX9 | Potency, µM (top dose mostly 57.5 µM), inactives show at the top dose activation, most hits filed as activators; note: potency is the fitted concentration of half-maximal effect; % is set by controls: 0 for no effect and ±100 for the full control effect; nearly all actives have a fitted effect of over 60% in size; many of its hits are not listed in these tables
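HEK293T cells stably expressing RXFP1 were pretreated with the PDE4 inhibitor Ro 20174, exposed to compounds for 30 min at 37C, lysed, and cAMP was read by TR-FRET. Data normalized to buffer (basal) and 29 nM porcine relaxin (100%).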
LDHA block: inhibitors of human lactate dehydrogenase A; P00338; purified LDHA, NADH/diaphorase-resazurin fluorescence; active compounds read low; activity change, % (values are at about 110 or 230 µM); 480,000 tested, 0.15% active; AID 1347041; in the data active = activity change below about -30%; inconclusive = mostly about -25% to -30%;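 note: plate controls were DMSO wells for no effect and wells without enzyme for full effect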
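Human LDH5 at 2 nM final in Tris HCl pH 7.4 with 0.06 mM NADH and 0.2 mM pyruvate, reacted 5 minutes at room temperature. Remaining NADH coupled via diaphorase/resazurin; resorufin fluorescence read at 0 and 20 minutes, normalized to enzyme-free and DMSO wells.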
An asterisk follows results filed as active; ? = inconclusive; · = no result given; & = joins results of further samples; [ ] = dose if it differs, or a comment. Unless noted, calls come from the whole dose curve; as a rule, active = well fitted curve in the direction sought with a large enough effect; inconclusive = small, poorly fitted or top-dose-only effect, or another doubt; inactive = no such curve, though single readings can be large; an effect the other way counts as inactive or inconclusive. An excerpt; the hit share may differ from the screen's.

SMILES | USP1 inh | Vif-A3G inh | IDH1 R132H inh | PI4K2A block | TrxR1 substrate | Glioma ERSR ind | Vif-A3F inh | RXFP1 agonist | LDHA block
CN1C(=S)N(c2ccccc2)C(=O)/C1=C/c1cccs1 | -9% | -1% | 1% | -2 | -15% | -8% | 0% | -1.5% | 2
COCCNC(=O)c1cnn2c(C(F)F)cc(-c3ccc(C)cc3)nc12 | -19% | 3% | 14% | -1 | 19% | -6% | -1% | 2.1% | -1
Cc1ccc(C)c(NS(=O)(=O)c2cc(C(N)=O)ccc2C)c1 | -6% | 1% | 0% | 2 | 8% | -2% | 2% | -1.5% | -6
CCOc1cc(/C=C/C(=O)OCC(=O)N(CC)C2CCS(=O)(=O)C2)cc(Cl)c1OC (centres undefined) | -6% | -1% | -1% | -5 | · | -3% | -3% | · | -3
COc1cccc(C(=O)Nc2ccc(C3CC3(Cl)Cl)cc2)c1 (centres undefined) | -23% | 0% | -4% | ? | -4% | 7% | -6% | -2.0% | 0
CN(c1nc2ccccc2n2c(C3CC3)nnc12)S(=O)(=O)c1ccccc1 | -2% | -4% | -8% | -2 | 2% | -4% | 0% | 7.5% | -9
Cc1ccc(CNC(=O)CCS(=O)(=O)c2cc(Br)cc3c2N(C(=O)C2CC2)CC3)cc1 | -10% | 2% | 0% | -3 | -1% | -4% | 0% | 3.4% | 1
Cc1ccc(OC(C)C(=O)Nc2cccc(S(=O)(=O)N3CCCCCC3)c2)cc1 (centres undefined) | -19% | 7% | 0% | 6 | · | -3% | 0% | · | -2
Cc1cccc(NC(=O)Cn2c(=O)n(Cc3ccc4c(c3)OCO4)c(=O)c3ccccc32)c1 | -13% | -5% | -3% | -4 | -3% | -4% | 2% | 2.4% | -13
CC1CCCCN1S(=O)(=O)c1ccc(NC(=O)c2cccc(-n3cnnn3)c2)cc1 (centres undefined) | -19% | 2% | 3% | 8 | 9% | -6% | 1% | 2.2% | 1
Nn1cnnc1N/N=C/c1ccc(F)cc1 | ? | -9% | 23% | ? | 5% | -2% | -2% | -0.7% | 21
O=C(c1ccc(CN2CCOCC2)cc1)N1CCN(c2ccccc2F)CC1 | 2% | 1% | 6% | -8 | 8%[57.1 µM] | -3% | 0% | 0.6% | -1
COc1cccc(-c2ccc(NC(=O)C3CCCN(Cc4ccc(CO)o4)C3)cc2)c1 (centres undefined) | -2% | 1% | 7% | -3 | 0% | 0% | 0% | 0.5% | -3
CCc1ccc2c(CN3CCN(S(=O)(=O)c4ccc5c(c4)OCCO5)CC3)cc(=O)oc2c1 | -17% | -8% | 5% | 4 | 3% | 0% | -4% | -0.7% | -10&0
CNC(=O)C1C(=S)NC(N)=C(C#N)C1c1ccccc1 (centres undefined) | -13% | -1% | 11% | -22 | 11%[57.1 µM] | -1% | -20% | -1.3% | 8
CCCn1c(SCC(=O)N2CCCc3ccccc32)nc2c1c(=O)n(C)c(=O)n2C | -21% | 0% | -2% | 3 | 6%[57.1 µM] | 0% | -2% | 5.0% | -8
Cn1c(=O)c2c(nc(SCc3nc(N)nc(N4CCCCC4)n3)n2C)n(C)c1=O | -9% | -8% | 9% | -9 | 2% | -1% | 3% | 3.8% | 3
Cc1ccc(S(=O)(=O)N/N=C/c2cc(Br)c(C)o2)cc1 | -14% | -18% | 7% | -3 | 7% | 10% | 3% | 0.4% | 3
C=CCn1c(Cc2cccs2)nnc1SCC(=O)Nc1cc(OC)cc(OC)c1 | -17% | -3% | 0% | -2 | -4% | -5% | · | 1.7% | -4
COc1cccc(C(=O)N2CCN=C2SCc2cccnc2)c1OC | -27% | 5% | 11% | -10 | 5% | -2% | -1% | 2.9% | 2
Cc1ccc(N2CCN(C(=O)Cn3ncc4c([nH]c5ccc(C)cc54)c3=O)CC2)c(C)c1 | -2% | 6% | -12% | -9 | 0% | -1% | 0% | -0.2% | -4
Cc1noc(C)c1C(=O)Nc1ccc(S(=O)(=O)N2CCC(C)CC2)cc1 | -14% | 1% | -4% | 2 | 3% | -5% | 1% | -0.9% | -9
COc1ccc(CNC(=O)C2CCN(S(C)(=O)=O)CC2)c(OC)c1 | 0% | 1% | 4% | 9 | 1% | -4% | 0% | 1.5% | -10
CC(/C=N/n1c(-c2ccc(Cl)cc2)n[nH]c1=S)=C\c1ccco1 | -8% | -28% | -9% | -5 | 7%[0.457 µM] | -4% | -13% | -0.7% | 3

One compound at a time (already shown). Order of screens: USP1 inh	Vif-A3G inh	IDH1 R132H inh	PI4K2A block	TrxR1 substrate	Glioma ERSR ind	Vif-A3F inh	RXFP1 agonist	LDHA block
`CN(c1nc2ccccc2n2c(C3CC3)nnc12)S(=O)(=O)c1ccccc1` is listed as -2%	-4%	-8%	-2	2%	-4%	0%	7.5%	-9
`CCOc1cc(/C=C/C(=O)OCC(=O)N(CC)C2CCS(=O)(=O)C2)cc(Cl)c1OC` (centres undefined) is listed as -6%	-1%	-1%	-5	·	-3%	-3%	·	-3

Continuation.
SMILES | USP1 inh | Vif-A3G inh | IDH1 R132H inh | PI4K2A block | TrxR1 substrate | Glioma ERSR ind | Vif-A3F inh | RXFP1 agonist | LDHA block
Cc1cc(C)c(C)c(OCCCCN(C)Cc2ccccc2)c1 | -10% | -20% | 18% | 8 | 1% | -8% | -12% | 1.3% | -5
COc1ccc(-c2cc([C@H]3[C@H]4C=CC[C@@H](C)[C@@H]4C(=O)N3Cc3ccccc3)ccc2F)cc1 | -17% | 0% | 14% | 2 | -8% | -2% | 1% | -1.0% | 1
CCOc1ccc(CCNC(=O)CSc2nn(-c3ccc(C)c(Cl)c3)c(=S)s2)cc1OCC | -11% | -3% | 8% | -5 | -1% | -3% | -11% | -1.5% | 0
COC(=O)c1ccc(C23CC4(C2)[C@H](CN(Cc2cccnc2)[C@@H]4c2ccccc2)C3c2ccc(C(F)(F)F)cc2)cc1 (some centres undefined) | -21% | 6% | -30% | 4 | 2% | -1% | -2% | -2.5% | -15
CCOc1ccc(NC(=O)c2nccnc2CO)cc1 | 10% | 1% | 1% | -2 | -8% | -2% | -11% | 1.1% | -6
CCOc1ccccc1CNC(=O)Cn1c(-c2ccccc2)cc(C(C)=O)c1C | -24% | -1% | -18% | 2 | 0% | -2% | ? | 2.7% | -6
O=C(Cc1ccc(S(=O)(=O)N2CCOCC2)s1)Nc1ccccc1N1CCCC1 | -12% | 0% | 0% | 0 | -2% | -2% | -3% | 2.6% | 8
CCc1ccc(-n2c(CCC(=O)O)ccc2-c2ccc(F)cc2)cc1 | -29% | -1% | 31% | 2 | -1% | -1% | 1% | -0.8% | -4
COc1ccc(-c2nn(-c3ccc(C)cc3)c3c2cnc2ccc(C)cc23)cc1OC | -5% | 0% | -4% | 0 | 1% | -2% | 3% | -0.5% | -9
COc1cccc(/C=N/Nc2ncccc2[N+](=O)[O-])c1OC | -14% | -8% | 1% | ? | -11% | -14% | 2% | ? | -1
COC(=O)Cn1cccc1C(=O)c1ccccc1 | -19% | 3% | 3% | -1 | -4%[57.1 µM] | -3% | 3% | 0.1% | -1
Cc1cc(C)c(S(=O)(=O)C(C)C)c(=O)[nH]1 | -7% | -1% | 5% | -6 | 10%[11.4 µM] | -6% | 4% | -1.5% | -7
CCOc1cc(NC(=S)NCC2CCCO2)c(OCC)cc1NC(=O)c1ccc(OC)cc1 (centres undefined) | -8% | 2% | 1% | 3 | -5% | -4% | -19% | 0.0% | -5
CCN(CC)S(=O)(=O)c1ccc(NC(=O)COC(=O)c2ccc(-n3nc(C)cc3C)cc2)cc1 | -15% | -1% | 0% | 18 | 10% | -4% | 0% | -0.7% | 4
COc1ccc(C(=O)N/N=C(\C)Cn2nc([N+](=O)[O-])cc2C)cc1 | -2% | 2% | 3% | -7 | -10% | 3% | 4% | 0.7% | 0
O=C(N/N=C/c1ccc([N+](=O)[O-])cc1)c1cc(C2CC2)[nH]n1 | -24% | -7% | -5% | -3 | -8% | 0% | -5% | 0.0% | -13
c1ccc(C2=NNC(c3ccccn3)=NN2)nc1 | -15% | 4% | 16% | -5 | -9% | -6% | -19% | -0.8% | 5
CCC(/C=N/Nc1ccc(S(=O)(=O)N2CCCC2)cc1[N+](=O)[O-])CC | -19% | 2% | 18% | -6 | 9%[57.1 µM] | 0% | -10% | 0.4% | -7
C[C@@]12C(=O)N(Cc3ccccc3)CC(=O)N1[C@H]1c3ccccc3OC[C@@H]1[C@@H]2c1ccccc1 | -22% | 0% | 0% | 0 | -5%[57.1 µM] | -1% | 3% | 1.5% | 4
Cc1ccc(-c2nc(CS(=O)(=O)CC(=O)NCCCN(Cc3ccccc3)C(C)C)c(C)o2)cc1 | -14% | 4% | -4% | 1 | 3% | 3% | -17% | 0.5% | 0
COc1ccccc1-c1nnc(SCC(=O)NCc2cccs2)n1N | 2% | -4% | -11% | 5 | 5% | -1% | 12% | 1.4% | -3
CCOC(=O)C1CCN(c2ccc([N+](=O)[O-])c(C(C)=O)c2)CC1 | -17% | -4% | -2% | 8 | 11%[57.1 µM] | -5% | 1% | -1.1% | -8
Cc1ccc(CNC(=O)C(=O)Nc2c3c(nn2-c2ccc(F)cc2)CSC3)cc1 | -19% | 0% | -2% | 2 | 5%[57.1 µM] | -3% | -7% | -0.4% | 1
O=C(COc1ccc(-n2cnnn2)cc1)NC(=O)NCc1ccccc1 | 10% | 1% | -5% | -4 | -6% | -8% | -6% | 2.0% | 3
